Screening data: PubChem, National Center for Advancing Translational Sciences (NCATS)
Lipid storage S3: qHTS Assay for Lipid Storage Modulators in Drosophila S3 Cells; Drosophila S3 cells, BODIPY lipid droplet fluorescence, 18-24 h; cells fed with added oleic acid; hit rate 0.64% among 320,000; Potency in µM for hits, for the others lipid storage change, negative = inhibition, % at the top dose, mostly 46.1 µM; active means well fitted inhibition curve with a large enough effect in the signal ratio, with a control signal flat, not every such curve was filed as active; inconclusive means small, poorly fitted or top-dose-only effect, or effect the other way, or a change in a side signal; the % refers to the signal ratio
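Drosophila S3 cells got compounds at several concentrations plus oleic acid (400 uM solution). Laser-scanning cytometry with 488 nm excitation read lipid droplets at 500-530 nm and cells at 575-640 nm. Percent activity was relative to 20 uM Triacsin C.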
Lipid storage S3 cell count max: recorded beside Lipid storage S3, whose call it bears; cell number change, %; measured here: cell count max response;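 cells counted by Cell Tracker Red CMTPX staining in the red channel; peak over a dose series mostly up to 46.1 µM; percent activity relative to internal control wells on each plate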
* hit, by the source's call; i = inactive; u = inconclusive; x = not tested or not shown; [ ] = remark or other dose. On the % scale 0 is the no-effect control and ±100 the full control effect; potency means the concentration at half of the fitted maximal effect. This is a subset. The share of hits here may be higher or lower than overall.

SMILES	Lipid storage S3	Lipid storage S3 cell count max
CCN(CC)S(=O)(=O)c1ccc(OC)c(NC(=O)CSc2ccccc2)c1	u	x
Cc1ccc(NC(=O)COC(=O)/C=C/c2ccc(Br)o2)cc1S(=O)(=O)N(C)C	u	x
COCCN(C(=O)COC(=O)Cc1ccc(Cl)cc1Cl)c1c(N)n(Cc2ccccc2)c(=O)[nH]c1=O	u	x
CCOc1ccc(-n2c(C)nnc2SCC(=O)N(CC)CC)cc1	1%	19
CC(OC(=O)Cc1n[nH]c(=O)c2ccccc12)C(=O)Nc1ccc(F)cc1Cl (centres undefined)	8%	x
Cc1cnc(C(=O)NC2CCSc3ccccc32)cn1 (centres undefined)	-11%	18
COc1cccc(CNC(=O)C2CCN(Cc3cnn(-c4ccccc4)c3-n3cccc3)CC2)c1	u	x
CCN1c2ccc(S(=O)(=O)N3CCOCC3)cc2N(Cc2ccc(OC)cc2)C1C (centres undefined)	i	14
Cc1ccc(S(=O)(=O)N2CCC(=O)N(CCOCc3ccc(C(F)(F)F)cc3)CC2)cc1	-8%	3
O=C(OCc1nnc(-c2ccccc2)o1)c1ccccc1	u	x
COc1ccc(C2CC(C(F)(F)F)n3nc(C(=O)N(C)Cc4cn(C)nc4C)c(Cl)c3N2)cc1 (centres undefined)	-8%	-9
COc1ccc(C2CC(=O)Nc3sc(=N)c4c(N)c(C#N)c(N)nc4c32)cc1OC (centres undefined)	u	x
Cc1cc(OCC(=O)N2CCc3ccccc3C2)c(C)cc1Br	i	19
CC(=O)c1cc(NC(=O)c2cccc(C(F)(F)F)c2)c(=O)oc1/C=C/N(C)C	u	x
Cc1ccccc1OCC(=O)NNC(=S)NC(=O)c1ccco1	u	x
COc1ccc(CCC(=O)OCC(=O)Nc2ccc(C)c(S(=O)(=O)N(C)C)c2)cc1	u	x
Cc1cc(NC(=O)CCC(=O)N(Cc2ccco2)C(C(=O)NC2CCCC2)c2ccccc2)no1 (centres undefined)	i	3
COc1ccccc1-n1nnnc1SCC(=O)Nc1cc(C)on1	u	x
Cc1cc([N+](=O)[O-])ccc1NCc1ccccc1[N+](=O)[O-]	14%	7
NC(=O)c1ccccc1OCC(=O)N1CCc2ccccc2C1	u	x
O=C(CC(c1ccccc1)c1ccccc1)NCC1CCCO1 (centres undefined)	u	x
CN(C(=O)COC(=O)CNC(=O)c1ccccc1F)C1CCCCC1	-12%	-16
COC(=O)c1cc2c(-c3ccccc3)c(C)c3ccccn3c-2c1C(=O)OC	u	x
Cn1cccc1Cc1nnc(SCC(=O)Nc2nc3ccccc3s2)n1CCc1ccccc1	i	-15
COCCCC1CCN(Cc2cn[nH]c2-c2cc(OC)c(OC)c(OC)c2)CC1	22%	1
New compounds follow:
SMILES	Lipid storage S3	Lipid storage S3 cell count max
Cc1ccc(CN2CCNC(=O)C2CC(=O)N(C)C2CCCCC2)cc1 (centres undefined)	-1%	-4
CCn1ccnc1CN1CCN(CC(C)C)C(CCO)C1 (centres undefined)	-1%	0
Clc1cccc(Cl)c1Cn1cnc(=NCc2ccco2)c2[nH]cnc21	u	x
CNC1(C(N)=O)CCNCC1	u	x
Cc1ccc(S(=O)(=O)NC(CC(C)C)C(=O)NCc2ccco2)cc1 (centres undefined)	u	x
C/C(=N\NC(=O)c1cc2c(s1)CCC(C)C2)c1cccnc1 (centres undefined)	6%	-1
COc1cccc(NC(=O)Cn2cc(C=O)c3ccccc32)c1	u	x
CCOc1cc(CNCC(C)C)cc(Cl)c1OCc1ccccc1	u	x
CCOC(=O)C1CCN(Cc2nc3ccc(Cl)cc3n2CCO)CC1	-10%	-10
NC(=O)CSC1=Nc2ccccc2C2=NC(CC(=O)NCc3cccs3)C(=O)N12 (centres undefined)	11%	-10
CCc1nnc(NC(=O)[C@@H](NC(=O)c2ccc(OC)cc2)C(C)C)s1	17%	-17
Cc1cc(N2CCN(S(=O)(=O)Cc3ccccc3)CC2)n2ncnc2n1	i	x
COC(=O)c1ccc(Sc2ccc(C)cc2)c(N)c1	u	x
COc1ccccc1CNC(=O)CN(C)Cc1ccc(SC)cc1	16%	-6
CC(C)CC1Nc2ncnc(N3CCN(c4ccccc4)CC3)c2N(Cc2ccccc2)C1=O (centres undefined)	u	x
C/C(=N/NC(=O)CNC(=O)c1ccncc1)c1ccc(Cl)cc1	0%	12
COc1cc(/C=N/NC(=O)C(=O)NCC2CCCO2)cc(Cl)c1O (centres undefined)	u	x
Clc1ccc(CNCCCSc2ncccn2)cc1Cl	i	13
Cc1cc(C)cc(NS(=O)(=O)c2cccs2)c1	i	11
COc1ccc(NC(=O)CC2Sc3ncnn3C2=O)cc1 (centres undefined)	3%	-2
COc1ccc(/C=C/C(=O)NCc2ccccn2)cc1OC	22%	3
CCN1CCN(CCCNC(=O)c2ccc(CS(=O)c3ccc(Br)cc3)o2)CC1 (centres undefined)	i	-14
Cn1c(=O)c2c(nc(CN3CCN(Cc4ccccc4)CC3)n2Cc2ccc(Cl)cc2)n(C)c1=O	u	x
Cc1ccc(C)c(-n2c(C)cc(/C=N/NC(=O)c3c(C)nc4cc(C)ccn34)c2C)c1	-20%	-7
Cc1cccc(-c2nn(-c3ccccc3)cc2C(=O)N(C)CC(=O)Nc2ccc(N3CCOCC3)cc2)c1	-15%	-25
Next part:
SMILES	Lipid storage S3	Lipid storage S3 cell count max
COc1ccc(Cl)cc1NS(=O)(=O)c1ccc(S(=O)(=O)N2CCCC2)cc1	u	x
CC1=CC(C)(C)N2C(=O)C(=O)c3cc(OC(=O)c4ccco4)cc1c32	u	x
O=[N+]([O-])c1ccc(Cl)cc1CNc1ccc(F)c(F)c1	-13%	-9
CCN(C(=O)COC(=O)c1cc(=O)[nH]c2ccccc12)C1CCS(=O)(=O)C1 (centres undefined)	u	x
Cc1snc2sc(C(=O)c3ccc(F)cc3)c(N)c12	u	x
OCCOc1ccc(CN2CCN(CCCc3ccccc3)C(CCO)C2)cc1 (centres undefined)	u	x
CCOC(=O)c1cc(NC(=O)CSCCO)ccc1Cl	u	x
COc1cccc(N=c2oc3ccc(OC)cc3cc2-c2nc3ccccc3[nH]2)c1	u	x
CC(C)COc1ccc(C(=O)Nc2sc3c(c2C(=O)O)CC(C)(C)OC3)cc1	u	x
O=C(CN1C(=O)C2CC=CCC2C1=O)Nc1nc(-c2ccc(F)cc2)cs1 (centres undefined)	u	x
O=C(C1CC1)N(CCN(C(=O)C1CC1)c1ccccc1)c1ccccc1	-15%	-15
COc1cccc(/C=N/Nc2cc(Cl)nc(C)n2)c1O	11%	8
O=C(NCc1ccccc1F)c1ccc(S(=O)(=O)N2CCCCCC2)cc1	18µM*	11*
Cc1nc(-c2ccc(S(=O)(=O)Nc3ccc(S(N)(=O)=O)cc3)cc2)co1	u	x
O=C(NCc1ccccc1Cl)C1CCN(S(=O)(=O)c2ccc(-n3cnnn3)cc2)CC1	u	x
OCC(O)/C=N/Nc1nc(N2CCCCC2)nc(N2CCCCC2)n1 (centres undefined)	u	x
Cc1ccc(NC(=O)c2c(-c3c(F)cccc3Cl)noc2C)cc1F	u	x
O=c1c2sccc2n(Cc2cc(=O)n3ccccc3n2)c(=O)n1-c1ccccc1	22%	9
Cc1ccc(SCC(=O)OC(C)C(=O)N2CCc3ccccc32)cc1 (centres undefined)	i	6
CSc1nc2n(n1)C(c1cc(Br)ccc1F)C(C(=O)N(C)C)=C(C)N2 (centres undefined)	-12%	-11
Nc1cccc(S(=O)(=O)Nc2ccc(Br)cc2)c1	19%	2
O=C(NCCc1ccccc1)c1ccnc(/C=N/O)c1	i	25
CCCC/C(C)=N\NC(=O)CNS(=O)(=O)c1ccc([N+](=O)[O-])cc1	u	x
O=C(CSc1nc2ccccc2n1Cc1ccc(Cl)cc1)N/N=C/c1ccccc1C(=O)O	19%[9.22 µM]	1
O=C(Nc1ccc(Nc2ccccc2)cc1)c1cccc(F)c1	u	x

A stretch from further up, as a working copy:
SMILES	Lipid storage S3	Lipid storage S3 cell count max
CCCC/C(C)=N\NC(=O)CNS(=O)(=O)c1ccc([N+](=O)[O-])cc1	u	x
O=C(CSc1nc2ccccc2n1Cc1ccc(Cl)cc1)N/N=C/c1ccccc1C(=O)O	19%[9.22 µM]	1
O=C(Nc1ccc(Nc2ccccc2)cc1)c1cccc(F)c1	u	x

The list goes on.
SMILES	Lipid storage S3	Lipid storage S3 cell count max
Cc1cc(C)n(Cc2cccc(F)c2)c(=O)c1C#N	u	x
CN1CCN(C2OC(=O)c3ccccc32)CC1 (centres undefined)	i	x
O=C(CSC1=Nc2ccccc2C2=NC(CC(=O)NC3CCCCC3)C(=O)N12)NCc1ccco1 (centres undefined)	u	x
CN(CC(=O)Nc1cccc(S(=O)(=O)NC2=NCCC2)c1)Cc1ccccc1Cl	u	x
Cc1cc(NC(=O)C(C)SCC(=O)OC(C)C(=O)Nc2cccc(C#N)c2)no1 (centres undefined)	u	x
COc1ccc(S(=O)(=O)N2CCCC2=O)cc1N(C)S(C)(=O)=O	16%	-3
Cn1c(CCNC(=O)c2cccs2)nnc1SCC(=O)N1CCN(c2ccccc2)CC1	u	x
COc1ccc(N2C(=O)CCC(C(=O)Nc3ccccn3)C2c2ccc(OC)c(OC)c2)cc1 (centres undefined)	u	x
COc1ccc(-c2nc3c(=O)n(C)c(=O)[nH]c3n2CCc2ccccc2)cc1	8%	15
Cc1cc(-c2ccc(C)c(S(=O)(=O)Nc3cccc(CN4CCCC4)c3)c2)on1	24%	x
CCCCOC(=O)Cn1c(=O)n(CC(=O)OCCCC)c2cc(C)ccc21	u	x
COc1ccc(CC(=O)Nc2ccc(S(=O)(=O)N(C)C3CCN(C)CC3)cc2)cc1	u	x
COc1ccc(C)cc1N1C(=N)/C(=C2/Nc3ccccc3S2)C(c2ccccc2)C1=O (centres undefined)	17%	14
Cc1ccccc1N1C(=O)CC(Nc2ccc3c(c2)OCO3)C1=O (centres undefined)	0%[9.22 µM]	-5
Cc1nnc(NC(=O)CSc2nc(CC(C)C)nc3c2c(=O)n(C)c(=O)n3C)s1	-3%	0
COc1ccc(N2CCN(C(=O)CSc3nnc4c(C)cc5c(C)cc(C)cc5n34)CC2)cc1	u	x
COC(=O)c1ccc(COc2ccccc2/C=C(\C#N)C(=O)Nc2c(C)cccc2C)cc1	u	x
Cc1ccc(C)c(NC(=S)NC(NC(=O)Cc2cccc3ccccc23)C(Cl)(Cl)Cl)c1 (centres undefined)	u	x
N#CNC(=Nc1cccc(C(F)(F)F)c1)SCc1ccc(C(=O)O)cc1	1%	1
Cc1cc(O)c(C(C)C)cc1NC(=O)c1ccc(Cl)cc1	u	x
CC1=NN(C(=O)c2ccc(Cn3cc(Br)c([N+](=O)[O-])n3)o2)C(O)(C(F)(F)F)C1 (centres undefined)	-4%	19
COc1ccc(N(Cc2ccccc2)S(=O)(=O)c2cccc(C(=O)NCC3CCCO3)c2)cc1 (centres undefined)	u	x
Cc1cc(N2CCOCC2)nc2ccc(NC(=O)CCC(=O)N3CCN(c4cccc(C(F)(F)F)c4)CC3)cc12	i	x
Cc1cc2c(=O)oc(-c3ccc(F)cc3)nc2s1	-19%	10
O=C(CN(C(=O)c1csnn1)c1cccc(F)c1)NC1CCCC1	u	x

Part of the list above in another layout.
Lipid storage S3	Lipid storage S3 cell count max	structure
8%	x	CC(OC(=O)Cc1n[nH]c(=O)c2ccccc12)C(=O)Nc1ccc(F)cc1Cl (centres undefined)
i	x	Cc1cc(N2CCN(S(=O)(=O)Cc3ccccc3)CC2)n2ncnc2n1

An excerpt from above in order of length of the SMILES, low to high.
SMILES	Lipid storage S3	Lipid storage S3 cell count max
O=C(NCCc1ccccc1)c1ccnc(/C=N/O)c1	i	25
Cc1ccc(CN2CCNC(=O)C2CC(=O)N(C)C2CCCCC2)cc1 (centres undefined)	-1%	-4
CC(C)COc1ccc(C(=O)Nc2sc3c(c2C(=O)O)CC(C)(C)OC3)cc1	u	x
Cc1nnc(NC(=O)CSc2nc(CC(C)C)nc3c2c(=O)n(C)c(=O)n3C)s1	-3%	0
Cc1cc(N2CCOCC2)nc2ccc(NC(=O)CCC(=O)N3CCN(c4cccc(C(F)(F)F)c4)CC3)cc12	i	x

Reprinted at random: three compounds from above
SMILES	Lipid storage S3	Lipid storage S3 cell count max
N#CNC(=Nc1cccc(C(F)(F)F)c1)SCc1ccc(C(=O)O)cc1	1%	1
Cc1cc(-c2ccc(C)c(S(=O)(=O)Nc3cccc(CN4CCCC4)c3)c2)on1	24%	x
COc1ccc(N2CCN(C(=O)CSc3nnc4c(C)cc5c(C)cc(C)cc5n34)CC2)cc1	u	x

New compounds follow:
SMILES	Lipid storage S3	Lipid storage S3 cell count max
CC(C)Cn1cc(C(=O)NCc2cccs2)c2c3ccccc3n(C)c2c1=O	u	x
Cc1ccc2c(c1)NC(=O)C(CC(=O)NCc1ccc(F)cc1)O2 (centres undefined)	u	x
c1ccc(-n2nnnc2-n2nnc3ccccc32)cc1	i	17
CC(C)(C)C(=O)/C(C#N)=C/c1cccs1	u	x
COc1ccc(OC)c(C(=O)NC(CC(N)=O)c2ccc(N3CCC(N4CCCC4)CC3)c([N+](=O)[O-])c2)c1 (centres undefined)	6%	18
COc1ccc(/C=N/NC(=O)c2ccc(C)cc2)cc1CN1CCN(c2ccc(F)cc2)CC1	12%	8
COc1ccc(S(=O)(=O)N2CCc3ccccc32)cc1C(=O)OCc1c(C)noc1C	u	x
Cc1cc(C(=O)C[N+]2(C)CCOCC2)c(C)n1-c1ccc(Br)cc1	u	x
COC(=O)CNC(c1ccccc1)c1cc(C)ccc1NS(=O)(=O)c1ccc(C)cc1 (centres undefined)	u	x
CNC(=O)C1C(=S)NC(N)=C(C#N)C1c1ccccc1 (centres undefined)	4%	5
